Pf growth 48h = Primary qHTS for delayed death inhibitors of the malarial parasite plastid, 48 hour incubation; P. falciparum luciferase growth in erythrocytes, 48 h; Potency, µM (highest dose often 28.7 µM), for inactives: at the highest dose activity change, negative = inhibition, usual class: inhibitors; hit rate 5.9% among 310,000; AID 504832, 2011; also: potency is read from the fitted curve at half-maximal effect; % is scaled to controls: 0 for no effect and ±100 for the full control effect
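Erythrocytes infected with P. falciparum carrying an integrated firefly luciferase reporter (2% hematocrit, 0.1% parasitemia final) were exposed to compounds in RPMI 1640 with 0.5% Albumax at 37 C, 5% CO2. Growth inhibition was scored as reduced luminescence.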
LmPK inh = qHTS Assay for Inhibitors of Leishmania Mexicana Pyruvate Kinase (LmPK); Q27686; purified LmPK, Kinase-Glo ATP luminescence, 1 h; Potency, µM (titrated, usually from 57.5 µM), inactives show at the top dose activity change, negative = inhibition, most hits filed as inhibitors; hit rate 0.37% among 290,000; AID 1721, 2009; also: potency is read from the fitted curve at half-maximal effect; % is scaled to controls: 0 for no effect and ±100 for the full control effect
Target sequence (Q27686 whole entry, looked up): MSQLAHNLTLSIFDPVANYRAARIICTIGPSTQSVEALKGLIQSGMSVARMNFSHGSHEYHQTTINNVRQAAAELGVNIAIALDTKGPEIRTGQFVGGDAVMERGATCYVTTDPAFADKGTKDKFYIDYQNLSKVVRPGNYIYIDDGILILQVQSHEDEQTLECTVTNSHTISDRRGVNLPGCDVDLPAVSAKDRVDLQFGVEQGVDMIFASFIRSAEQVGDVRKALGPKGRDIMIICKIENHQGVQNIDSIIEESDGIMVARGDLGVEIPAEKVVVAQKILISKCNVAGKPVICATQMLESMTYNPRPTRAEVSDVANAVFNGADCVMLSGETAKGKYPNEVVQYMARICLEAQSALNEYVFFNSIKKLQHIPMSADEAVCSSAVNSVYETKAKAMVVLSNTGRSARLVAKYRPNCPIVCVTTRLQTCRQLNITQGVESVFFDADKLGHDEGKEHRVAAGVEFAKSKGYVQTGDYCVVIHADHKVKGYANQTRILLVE
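Purified LmPK (0.1 nM) with 0.5 mM PEP and 0.1 mM ADP in imidazole buffer pH 7.2 with MgCl2/KCl, 1 h at room temperature. ATP formed was read by luciferase luminescence and normalized to no-enzyme and uninhibited controls.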
Cycloheximide cs = Cycloheximide Counterscreen for Small Molecule Inhibitors of Shiga Toxin | cell reporter, cycloheximide protein synthesis inhibition counterscreen | max response, % | hit rate 12% among 300,000 | AID 2314, 2010; in the data active = max response mostly above about 13%, no sharp cut-off; inactive = mostly below about 14%; also: read at 38.3 µM for the half of the compounds with a filed dose; 0% is about no effect
Tb PYK inh = qHTS of Trypanosoma Brucei Inhibitors | TbPYK enzyme, Kinase-Glo Plus ATP luminescence, 45 min | pyruvate kinase (Trypanosoma brucei), Q57TT1 | AID 624173, 2012 | Potency, µM (highest dose often 76.8 µM), inactives show at the highest dose activity, negative = inhibition, hits mostly inhibitors | hit rate 0.12% among 410,000; also: potency is read from the fitted curve at half-maximal effect; % is scaled to controls: 0 for no effect and ±100 for the full control effect; nearly all actives have a fitted effect of over 50% in size
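In this concentration-response screen, enzyme-free wells defined baseline while DMSO plates tracked drift. Each reaction combined TbPYK, substrate, compound and 130 uM ADP for 45 min at room temperature. Kinase-Glo Plus luminescence gave the signal.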
Pf growth 96h = Primary qHTS for delayed death inhibitors of the malarial parasite plastid, 96 hour incubation; P. falciparum luciferase reporter growth, 96 h; Potency, µM (top dose mostly 28.7 µM), without a hit: top-dose activity change, negative = inhibition, actives largely listed as inhibitors; hit rate 6.9% among 320,000; AID 504834, 2011; also: potency is read from the fitted curve at half-maximal effect; % is scaled to controls: 0 for no effect and ±100 for the full control effect
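Two parasite generations (96 h, 37 C, 5% CO2) of compound exposure in infected erythrocytes (0.05% parasitemia, 2% hematocrit). Luciferase-reporter P. falciparum; decreased luminescence indicates inhibited growth, aimed at apicoplast-acting delayed death.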
Shiga toxin inh = A qHTS for Small Molecule Inhibitors of Shiga Toxin; Vero cells, Shiga toxin protein synthesis inhibition reporter; inhibition, % at 38.7 µM; hit rate 9.2% among 290,000; AID 2315, 2010; in the data active = inhibition mostly above about 28%, no sharp cut-off; inactive = mostly below about 43%; also: 0% is about no effect
AmpC inh no detg = qHTS Inhibitors of AmpC Beta-Lactamase (assay without detergent); P00811; AmpC nitrocefin hydrolysis, absorbance 480 nm, 0.0001% Triton; Potency, µM (top dose mostly 57.1 µM), inactives show top-dose activity change, negative = inhibition, actives largely listed as inhibitors; hit rate 0.52% among 330,000; AID 485341, 2010;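 also: potency is read from the fitted curve at half-maximal effect; plate controls were no compound for no effect and no enzyme for full effect; nearly all actives have a fitted effect of over 20% in size; some results filed as inactive show a strong effect at the top dose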
Target sequence (P00811 whole entry, looked up): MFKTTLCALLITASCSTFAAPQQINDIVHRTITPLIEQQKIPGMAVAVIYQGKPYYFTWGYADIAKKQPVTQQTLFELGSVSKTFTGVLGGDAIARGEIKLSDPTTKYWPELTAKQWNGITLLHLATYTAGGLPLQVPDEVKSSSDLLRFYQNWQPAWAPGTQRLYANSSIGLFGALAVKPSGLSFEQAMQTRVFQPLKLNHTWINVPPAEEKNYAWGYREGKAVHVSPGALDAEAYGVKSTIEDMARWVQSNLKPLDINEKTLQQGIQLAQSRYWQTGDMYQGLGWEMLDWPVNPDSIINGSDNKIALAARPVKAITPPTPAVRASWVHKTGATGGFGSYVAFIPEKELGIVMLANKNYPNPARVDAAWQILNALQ
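AmpC (5.3 nM in the dispensed reagent) in 20 mM phosphate pH 7.0 with 0.01% (detergent screen) or 0.0001% Triton X-100 was preincubated with compounds for 15 min at room temperature. Nitrocefin was then added from an 800 uM solution, and hydrolysis was followed at 480 nm.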
Active calls of the source: *; ? = inconclusive; · = no result given; & = joins results of further samples; [ ] = remark or other dose. Unless noted, calls follow the shape of the dose curve; as a rule, active = well fitted curve in the direction sought with a large enough effect; inconclusive = small, poorly fitted or top-dose-only effect, or another doubt; inactive = no such curve, though single readings can be large; an effect the other way counts as inactive or inconclusive.

SMILES	Pf growth 48h	LmPK inh	Cycloheximide cs	Tb PYK inh	Pf growth 96h	Shiga toxin inh	AmpC inh no detg
O=C(CSc1ncnc2nc[nH]c12)N1CCN(c2ccc(Cl)cc2)CC1	?	-6%	6	4%	40%[activator]	22	19%
CCCCC(=O)Nc1cccc(NC(=S)NC(=O)C(C)C)c1	1%	1%	-4	-11%	0%	-9	-37%
Nc1nc(NCC(=O)O)nc(NC2CCCCC2)c1[N+](=O)[O-]	-8%[0.00184 µM]	0%	-2	-12%	2%	-7	-19%
COc1ccc(C(=O)CSc2nnc(-c3ccccn3)n2Cc2ccco2)cc1	?	1%	-4	-14%	?	17	72%[activator]
Nc1ccc(C(=O)Nc2ccco2)cc1	64%[activator]	-1%	23	-5%	-19%	33*	-15%
CCCCOC(=O)NC1(C)CCS(=O)(=O)C1 (stereo not given)	20%	4%	-3	-10%	-11%	-8	-7%
Cc1ccc(-c2cc(-c3ccc(F)cc3)nc(N)c2C#N)o1	-13%	-1%	-1	-17%	·	-11	-52%
C[C@]12CCC(=O)C[C@@H]1CC[C@@H]1[C@@H]2CC[C@@]2(C)[C@H]1CC[C@]2(C)O	·	-4%	-7	·	·	-8	-9%
Cc1cccc(OCC(=O)NCCCNC(=O)c2ccc(C)nc2)c1	-1%	1%	-8	-1%	-11%	22	-1%
O=C(CNC(=O)c1cccc(F)c1)N/N=C/C=C/c1ccccc1	-3%	4%	5	-18%	0%	34	-6%
CCN1CCC2(CCNC2)C1 (stereo not given)	29%	-1%	1	2%	-8%	-19	-5%
COc1ccc(Oc2ccccc2/C=N/O)cc1	35%[activator]	4%	-3	1%	-6%	-4	-13%
CC(C1CC1)N(Cc1ccccc1)C(=S)Nc1cccc(C(F)(F)F)c1 (stereo not given)	?	1%	-2	-5%	?	-5	-30%
CC1C(=O)N2CCCc3cc(NC(=O)C(=O)NCCc4ccccc4)cc1c32 (stereo not given)	?	·	·	4%	13µM*	·	0%
C/C(Cn1nnc2ccccc21)=N\NC(=O)c1ccc(Br)cc1	20%	9%	-2	0%	18%	-2	-33%
CCN(CC)CCCNc1ncnc2scc(-c3ccc(F)cc3)c12	-16%	0%	7	2%	-30%	-5	26%
CC(C)C[C@H](NC(=O)c1[nH]cnc1C(=O)N[C@@H](C)c1ccccc1)C(=O)OCc1ccccc1	8.3µM*	-2%	8	8%	5.9µM*	2	-36%
CC(C)[C@H](NC(=O)C1CCCC1)c1nc2ccccc2[nH]1	20%	-5%	1	-17%	2%	-5	-27%
C=CCOC(=O)C1=C(C)OC(N)=C(C#N)C1c1ccoc1 (stereo not given)	-7%	9%	0	-5%	16%	1	-26%
Cc1ccc(N(C(=O)c2ccco2)C(C(=O)NC2CCCC2)c2ccco2)c(C)c1 (stereo not given)	?	-2%	0	-6%	-9%	-13	9%
Cc1cccc(C)c1NC(=O)COC(=O)c1ccc(N2CCCC2)c([N+](=O)[O-])c1	-10%	0%	-2	-7%	-17%	-6	-48%
CN(CC(=O)Nc1ccccc1Br)C(=O)c1cccc(S(=O)(=O)NCc2ccccc2)c1	-24%	·	·	-28%	-4%	·	-15%
O=C(Nc1ccc(F)cc1Cl)c1ccc2c(=O)n3c(nc2c1)CCC3	-28%	·	·	-3%	-1%	·	-18%
Cn1c(CCN2CCOCC2)nc2cc(NC(=O)COc3ccc([N+](=O)[O-])cc3)ccc21	-7%	2%	-1	6%	?	-1	46%
CCc1nc(CN2CCN(c3ccc(C(F)(F)F)cn3)CC2)c(C)[nH]1	-8%	-3%	-1	-1%	27%	10	7%
O=C(CSc1nc2ccccc2s1)Nc1ccc(Cl)c(C(=O)O)c1	11%	0%	7	?	30%[5.75 µM]	8	-25%
O=C(NCc1ccc2c(c1)OCO2)C1CCCN1C(=O)Nc1ccc(Cl)cc1 (stereo not given)	2%	-1%	-9	-4%	23%	-4	-23%
CCOC(=O)C1C(c2ccccc2Cl)NC(=O)N(C)C1(O)C(F)(F)F (stereo not given)	24%	-2%	1	-6%	0%	-4	9%
COc1ccc(S(=O)(=O)Nc2cccc(F)c2C)cc1C(=O)N1CCOCC1	17%	6%	7	-1%	?	30	-8%
CCOC(=O)/C(C#N)=C\c1c(OCC)n(CC)c2ccccc12	?	-5%	-4	10%	12µM*	-9	-6%
CC1=C(C(=O)OC(C)C)C(c2ccc(F)cc2)NC(=O)N1 (stereo not given)	4%	6%	-2	-5%	·	-9	-8%
O=C(COc1ccc(Cl)cc1)N1CCN(c2cccc(C(F)(F)F)c2)CC1	·	8%	-4	-1%	-10%	-10	19%
COc1ccc(CN=CC2=C(O)CNC2=O)cc1OC	15%	-2%	-3	-1%	59%[activator]	-6	-12%
O=C(CSCc1ccc(F)cc1)NCc1ccc(F)cc1	23%	1%	-2	-3%&1%	37%	60	-16%
CC(=O)N/C(=C/c1ccc(OS(=O)(=O)c2ccc(C)cc2)cc1)C(=O)Nc1ccc(C(=O)O)cc1	4%	-10%	0	0%	18%	24	-27%
CC(=O)N1CCc2cc(C(=O)CN3CCC(C)CC3)ccc21	·	0%	-3	5%	-22%	24	65%[activator]
O=C(N/N=C/c1ccco1)c1cc(-c2ccc(Cl)cc2)n[nH]1	-15%	-1%	-3	-6%	-14%	10	-40%
COCc1cc(N2CCOCC2)nc(-c2ccccc2)n1	10%	1%	1	5%	10%	21	-9%
Cc1ccc(CCNC(=O)C2CCN(C(=O)N(C)C)CC2)cc1	·	4%	-3	1%	1.3µM*	-12	-4%
CCN1CCN(CCCOc2ccccc2-c2ccccc2)CC1	?	0%	10	1%	-6%	3	99%[activator]
COc1ccccc1N1C(=O)CC(N2CCN(c3ccc(Cl)cc3)CC2)C1=O (stereo not given)	-6%	12%	-2	1%	0%	·	71%[activator]
CCS(=O)(=O)c1ccc2oc(SCC(=O)NC(C)C3CC4CCC3C4)nc2c1 (stereo not given)	-28%	5%	-5	-8%	·	-10	-20%
Cc1[nH]nc2c1[C@@H](c1ccccc1[N+](=O)[O-])C(C#N)=C(N)O2	5%[0.00184 µM]	0%	-5	-10%	-22%	-6	-16%
COc1ccc(CCNc2oc(Cc3ccccc3)nc2C#N)cc1OC	-27%	6%	9	0%	·	-2	0%
CCCSc1nnc2[nH]c(=O)cc(N)n12	?	-1%	-1	-16%	·	-1	-13%
Fc1cccc(Cl)c1CSc1nnc(-c2ccncc2)o1	82%[activator]	-7%	36*	2%	85%[activator]	57*	3%
CCOc1cc(/C=C2/NC(=O)N(Cc3ccccc3F)C2=O)ccc1O	?	3%	1	2%	?	15	-52%
CS(=O)(=O)N(CC(=O)Nc1c(F)cccc1F)c1cccc([N+](=O)[O-])c1	24%	-3%	-6	5%	47%[activator]	-29	-6%
Cc1cccc([C@@H]2[C@@H]3C(=O)N(Cc4ccccc4)C(=O)[C@@H]3[C@]3(CC(C)C)C(=O)N(c4cccc(F)c4)C(=O)N23)c1	9.3µM*	·	·	-2%	?	·	28%
CN(C)C1(CNC(=O)Nc2ccc(Cl)c(Cl)c2)CCCCC1	-18%	-1%	-7	0%	?	-9	-3%
Cc1ccc(N/C=C/C(=O)c2ccc(C)cc2)cc1	·	30%	65*	-5%	115%[activator]	124*	-8%
COCC(C)n1c(SCC(=O)c2cc(C)n(C)c2C)nc2ccccc2c1=O (stereo not given)	13µM*	7%	-4	-9%	?	-10	148%[activator]
c1cn2cc(CN3CCOCC3)nc2s1	-4%	1%	-6	0%	?	-17	-14%
Cc1ccc(C(=O)N/C(=C/c2ccco2)C(=O)NCCCn2ccnc2)cc1	19%	-8%	5	-6%	?	17	-11%
O=C(CCC(=O)OCC(=O)c1cccc([N+](=O)[O-])c1)NC1CCCCC1	-6%	3%	1	2%	-3%	-16	-7%
CCOC(=O)c1ccc(N=c2sc(C(=O)OC)cc(=O)n2-c2ccc(C(=O)OCC)cc2)cc1	?	-2%	2	2%	15%	-11	?
CC(C)CC1(C(=O)NCCN2CCOCC2)C=CCN1C(=O)c1ccccc1 (stereo not given)	-9%	-2%	-1	-5%	-26%	-9	10%
CCOC(=O)N1CCN(C(=O)c2cc(OC)cc(OC)c2)CC1	17%	-3%	10	2%	17%	52	-3%
O=C(CCN1CCN(CCO)CC1)Nc1ccc(Br)cc1	-2%	-2%	-2	-2%&9%	23%	-13	-4%
COC(=O)c1c(-c2ccccc2OC)sc2ccc(OC)cc12	?	·	·	0%	?	·	20%

Looked up above:
LmPK inh result of `CC(C)CC1(C(=O)NCCN2CCOCC2)C=CCN1C(=O)c1ccccc1` (stereo not given) is entered as -2%
LmPK inh result of `CC(=O)N1CCc2cc(C(=O)CN3CCC(C)CC3)ccc21` is entered as 0%
LmPK inh result of `CCOC(=O)c1ccc(N=c2sc(C(=O)OC)cc(=O)n2-c2ccc(C(=O)OCC)cc2)cc1` is entered as -2%

More entries follow.
SMILES	Pf growth 48h	LmPK inh	Cycloheximide cs	Tb PYK inh	Pf growth 96h	Shiga toxin inh	AmpC inh no detg
Cc1ccc(C)c2sc(N)nc12	19%	7%	-3	3%	?	1	-5%
CN(C)CCCNCCCNC(=O)c1ccccn1	3%	1%	-4	3%	41%[activator]	-22	-12%
CCc1ccc(S(=O)(=O)Nc2c(C)n(C)n(-c3ccccc3)c2=O)cc1	2%	-4%	-3	1%	1%	-3	-10%
O=C1c2cccc3cccc(c23)C(=O)N1c1nccs1	19%	2%	4	7%	-26%	20	-7%
CCCSc1nc2sc3c(c2c(=O)n1CC)CC(C)(C)OC3	-8%	4%	-1	2%	1%	-15	13%
COc1ccc(OC)c2c1sc(=NC(=O)C1COc3ccccc3O1)n2C (stereo not given)	0%	6%	-1	-8%	18%	15	-13%
Oc1[nH]c2ccccc2c1N=Nc1nc(Nc2ccccc2)nc(N2CCOCC2)n1	6.6µM*	-1%	-1	2%	?	11	-26%
CC/C(=N\NC(=O)c1ccc(N2CCCC2=O)cc1)c1ccccc1	7%	0%	-3	3%	?	4	-19%
CCn1c(O)c(N=NC(=O)CNC(=O)Cc2ccccc2)c2ccccc21	15%	4%	-6	-4%	28%	-3	9%
CCCCCn1c(=O)[nH]c2cc(C(=O)NCCN3CCC(C)CC3)ccc2c1=O	0%	0%	-5	-2%	4%	26	-13%
